Source: PubChem BioAssay
LmPK inh: LmPK (Leishmania mexicana) enzyme inhibition; AID 1721; purified LmPK, Kinase-Glo ATP luminescence, 1 h; Q27686; 0.37% of 290,000 active; Potency, µM (titrated, usually from 57.5 µM), for the others: at the highest dose activity change, negative = inhibition, hits mostly inhibitors; further: potency means the concentration at half of the fitted maximal effect; on the % scale 0 is the no-effect control and ±100 the full control effect
Target sequence (Q27686 whole entry, looked up): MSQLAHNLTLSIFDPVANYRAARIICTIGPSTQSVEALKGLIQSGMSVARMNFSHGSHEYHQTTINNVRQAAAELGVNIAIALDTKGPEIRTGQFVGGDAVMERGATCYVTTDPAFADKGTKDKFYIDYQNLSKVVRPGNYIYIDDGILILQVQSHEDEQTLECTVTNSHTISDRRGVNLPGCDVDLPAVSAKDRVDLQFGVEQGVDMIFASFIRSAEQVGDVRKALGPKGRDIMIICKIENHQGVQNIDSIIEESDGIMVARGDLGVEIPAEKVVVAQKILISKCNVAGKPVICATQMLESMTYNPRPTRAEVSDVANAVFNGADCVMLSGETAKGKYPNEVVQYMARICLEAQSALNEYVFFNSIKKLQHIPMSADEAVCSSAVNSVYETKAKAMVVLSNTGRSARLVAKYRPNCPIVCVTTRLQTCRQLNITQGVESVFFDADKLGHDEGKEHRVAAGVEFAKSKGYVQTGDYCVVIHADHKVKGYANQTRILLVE
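Purified LmPK (0.1 nM) converted ADP (0.1 mM) to ATP with PEP (0.5 mM) in imidazole buffer pH 7.2 with KCl and MgCl2, 1 h at room temperature. ATP was read by Kinase-Glo luminescence; data normalized to uninhibited and no-enzyme controls.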
Shiga toxin inh: blocks Shiga toxin action in Vero cells; Vero cells, Shiga toxin protein synthesis inhibition reporter; inhibition, % at 38.7 µM; 9.2% of 290,000 active; AID 2315; in the data active means inhibition mostly above about 28%, no sharp cut-off; inactive means mostly below about 43%; further: 0% is about no effect
Pf growth 96h: P. falciparum growth inhibition at 96 hour, primary screen for plastid delayed-death inhibitors; 6.9% of 320,000 active; Potency, µM (series often up to 28.7 µM), inactives show at the top dose activity change, negative = inhibition, hits mostly inhibitors; P. falciparum luciferase reporter growth, 96 h; further: potency means the concentration at half of the fitted maximal effect; on the % scale 0 is the no-effect control and ±100 the full control effect
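Delayed-death screen, second-generation endpoint: infected erythrocytes, 2% hematocrit, 0.05% parasitemia final; 96 hours at 37 C, 5% CO2; luciferase detection reagent; luminescence decrease equals reduced growth.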
HCV inhibitor: inhibitors of hepatitis C virus infection; Huh7.5.1 HCVcc-Cre infection, luciferase reporter, 44 h; Potency, µM (series often up to 41.8 µM), inactives show at the highest dose activity change, negative = inhibition, actives largely listed as inhibitors; 3.4% of 340,000 active; AID 651820; further: potency means the concentration at half of the fitted maximal effect; on the % scale 0 is the no-effect control and ±100 the full control effect
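1,000 cells/well; 4 h culture; + compound; + HCVcc-Cre (~0.5 moi); 44 h; luciferase substrate, RT 15 min; read 15 sec.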
TbPYK inhibitor: inhibitors of Trypanosoma brucei pyruvate kinase. Potency, µM (top dose mostly 76.8 µM), for inactives: at the highest dose activity, negative = inhibition, usual class: inhibitors. TbPYK enzyme, Kinase-Glo Plus ATP luminescence, 45 min. 0.12% of 410,000 active; further: potency means the concentration at half of the fitted maximal effect; on the % scale 0 is the no-effect control and ±100 the full control effect; nearly all actives have a fitted effect of over 50% in size
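Activity of T. brucei pyruvate kinase was followed by Kinase-Glo Plus luminescence after the enzyme reacted 45 min at room temperature with 130 uM ADP (final) and substrate. Test compounds were added before ADP at multiple concentrations.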
Pf growth 48h: P. falciparum growth inhibition at 48 hours (one generation); P. falciparum luciferase growth in erythrocytes, 48 h; Potency, µM (highest dose often 28.7 µM), inactives show at the top dose activity change, negative = inhibition, usual class: inhibitors; 5.9% of 310,000 active; AID 504832; further: potency means the concentration at half of the fitted maximal effect; on the % scale 0 is the no-effect control and ±100 the full control effect
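Luciferase-expressing P. falciparum in infected erythrocytes (2% hematocrit, 0.1% parasitemia final) in RPMI 1640/0.5% Albumax were exposed to compound for 48 hours at 37 C, 5% CO2; growth read as luminescence.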
CHX counter: affects cycloheximide protein synthesis inhibition readout, counter-screen; cell reporter, cycloheximide protein synthesis inhibition counterscreen; max response, %; 12% of 300,000 active; AID 2314; in the data active means max response mostly above about 13%, no sharp cut-off; inactive means mostly below about 14%; further: read at 38.3 µM for the half of the compounds with a filed dose; 0% is about no effect
Active calls of the source: *; ? = inconclusive; nt = not tested or not shown; & = joins results of further samples; [ ] = remark or other dose. Unless noted, the call rests on the fitted dose curve; in most records, active means well fitted curve in the direction sought with a large enough effect; inconclusive means small, poorly fitted or top-dose-only effect, or another doubt; inactive means no such curve, though single readings can be large; an effect the other way counts as inactive or inconclusive.

SMILES	LmPK inh	Shiga toxin inh	Pf growth 96h	HCV inhibitor	TbPYK inhibitor	Pf growth 48h	CHX counter
O=C(O)c1cccc(N2CCCCS2(=O)=O)c1	5%	-19	60%[activator]	12%	2%	9%	4
COc1cccc2cc(C(C)N(CCCN3CCOCC3)C(=S)Nc3cc(C)ccc3C)oc12 (stereo unspecified)	2%	13	?	-5%	-2%	?	-4
CCN(CC)S(=O)(=O)c1ccc(NC(=O)C2CCCN(C(=O)c3ccc(Cl)cc3)C2)cc1 (stereo unspecified)	-2%	-15	?	?	0%	?	-2
CC1CC(=O)Nc2ccccc2N1S(=O)(=O)c1ccc(C#N)cc1 (stereo unspecified)	1%	10	0%	28%	1%	0%	-1
COc1ccc(NC(=S)N(CCCN2CCN(C)CC2)Cc2cccs2)cc1	0%	-2	?	-2%	-3%	-26%	-3
Cc1ccc(-c2cc(-c3ccc(F)cc3)n[nH]2)c(O)c1	-1%	101*	?	13µM*	1%	0%	51*
CCN(CC)S(=O)(=O)c1ccc(N2CCN(C)CC2)c(NC(=O)Nc2ccccc2F)c1	-3%	20	13µM*	?	-1%	?	-3
CCN1CCN(C(=O)c2cc3c(-c4ccc(Cl)cc4)nn(C)c3s2)CC1	9%	-10	262%[activator]	-21%	-4%	nt	-1
CC(=O)Oc1ccc2c(=O)c(Oc3ccccc3)coc2c1OC(C)=O	3%	-5	30%[activator]	-1%	-5%	0%	-3
O=C(O)Cn1c(=O)c2cccn2c2ccccc21	8%	-4	13%	0%	1%	19%	-2
O=C(CSc1ccc(Cl)cc1)Nc1ccc(N2CCN(C(=O)c3ccco3)CC2)cc1	0%	-5	nt	2%	-9%	12µM*	-2
CC(=O)N1CCc2cc(S(=O)(=O)CCC(=O)NCc3ccc(C)o3)ccc21	1%	-4	10%	14%	-25%	16%	-1
Cc1c(/C=C/C(=O)c2ccc(C(C)C)cc2)cnn1C	-2%	133*	28%	32µM*	-4%	3%	40*
CC(C)(C)NC(=O)C1CCN(S(=O)(=O)c2cccc(C(F)(F)F)c2)CC1	4%	-5	8%	0%	9%	-19%	-2
COc1ccc(CC(NC(C)=O)C(=O)NC2CCN(C(=O)c3ccc(OC)c(OC)c3)CC2)cc1OC (stereo unspecified)	1%	-24	?	3%	3%	44%[activator]	-6
COc1cc(NC(=O)c2csc3c2CCCC3)ncn1	2%	53*	?	-13%	1%	nt	40*
COc1ccc(C(=O)NC(=O)Nc2ncccc2C)cc1	4%	88*	123%[activator]	4%	0%	nt	40*
CCN(CC)S(=O)(=O)c1ccc(Cl)c(C(=O)Oc2cccc(-c3cnc4ccccc4n3)c2)c1	1%	81*	105%[activator]	28%	-1%	109%[activator]	31*
CCCOc1ccc(N2C(=O)CC(N(CCC)C(=O)CCC(=O)O)C2=O)cc1 (stereo unspecified)	2%	-2	nt	4%	-4%	-1%	-2
Cc1ccc(-n2c(SCC(=O)Nc3ccc4c(c3)OCO4)nnc2-c2ccoc2C)cc1	3%	-7	171%[activator][5.75 µM]	-9%	0%	-24%	-6
O=C(CC(C(=O)N1CCc2ccccc21)n1ccnc1)NCc1cccnc1 (stereo unspecified)	4%	-13	124%[activator]	-2%	-2%	27%	-4
CCCCCC(=O)NNC(=S)NC(=O)c1ccccc1[N+](=O)[O-]	-2%	-7	?	2%	-8%	?	-4
COc1ccc(N(Cc2cc3ccccc3[nH]c2=O)C(=O)C2CCCO2)cc1 (stereo unspecified)	3%	-12	?	7%	0%	?	-2
COCCn1c(N)c(S(=O)(=O)c2cccs2)c2nc3ccccc3nc21	1%	6	?	-12%	-2%	-9%	3

Arranged by length of the SMILES (highest first): some entries from above.
SMILES	LmPK inh	Shiga toxin inh	Pf growth 96h	HCV inhibitor	TbPYK inhibitor	Pf growth 48h	CHX counter
CCN(CC)S(=O)(=O)c1ccc(Cl)c(C(=O)Oc2cccc(-c3cnc4ccccc4n3)c2)c1	1%	81*	105%[activator]	28%	-1%	109%[activator]	31*
O=C(CC(C(=O)N1CCc2ccccc21)n1ccnc1)NCc1cccnc1 (stereo unspecified)	4%	-13	124%[activator]	-2%	-2%	27%	-4
Cc1c(/C=C/C(=O)c2ccc(C(C)C)cc2)cnn1C	-2%	133*	28%	32µM*	-4%	3%	40*

Later entries.
SMILES	LmPK inh	Shiga toxin inh	Pf growth 96h	HCV inhibitor	TbPYK inhibitor	Pf growth 48h	CHX counter
CN(C)c1cc(-c2ccc(Cl)cc2)oc(=O)c1Cl	4%	-5	?	-23%	8%	?	3
CC1=CC2(C#N)C3(N=C(N)C2(C#N)C(c2ccccc2)N1)OCCO3 (stereo unspecified)	-1%	2	20%	13%	2%	-9%	0
CS(=O)(=O)N1CCN(c2ccccc2NC(=O)c2ccc(-c3ccc(Cl)cc3Cl)o2)CC1	-2%	14	nt	-5%&-13%	-7%	12µM*	10
CCCOc1ccc(C(=O)CCN2CCCCC2)cc1	3%	-11	nt	-9%	3%	13%	5
C/C(=N\NC(=O)c1c(C)nc2ccccn12)c1ccc(N2CCOCC2)cc1	-4%	42	4%	-1%	5%	-11%	28*
COc1ccccc1NC(=O)c1ccc(NC(=O)COC(=O)C2CCCO2)cc1 (stereo unspecified)	-5%	-2	?	-22%	0%	3%	-3
C/C(=N/NS(=O)(=O)c1ccc(F)cc1)c1ccncc1	3%	-6	?	-5%	-4%	9%	-3
CCN(CC(=O)Nc1c(F)cccc1F)C(=O)c1ccc(N2C(=O)c3ccccc3C2=O)cc1	nt	nt	3%	1%	4%	15%	nt
CCc1c(C)c(C#N)c2nc3ccccc3n2c1NCC1CCCO1 (stereo unspecified)	0%	-5	nt	-7%	3%	1.7µM*	-6
CCc1ccc(NC(=O)CSc2nc3c(c(=O)n(C)c(=O)n3C)n2C)cc1	2%	-6	10µM*	-6%[8.37 µM]	0%	-3%	-4
O=C(CNC(=O)c1cc2c(s1)CCC2)Nc1ccccc1Br	-3%	61*	20%	-13%	2%	nt	28*
Fc1cccc(Nc2nc3ccccc3n3nnnc23)c1	6%	57	6.6µM*	16%	2%	nt	22
CC(C)C(=O)N1CCC(n2nccc2NC(=O)CCOc2ccccc2)CC1	-9%	17	?	2%	3%	-11%	17*
COc1cccc(NC(=O)N[C@@H](Cc2ccccc2)C(=O)O)c1	-1%	-3	-23%	11%	-9%	?	-3
N/C(=N\NC(=O)c1cccc(F)c1)c1cc2ccccc2oc1=O	-1%	34*	-17%	24%	-15%	?	26*
CC1Cc2ccccc2N1C1=NS(=O)(=O)c2ccccc21 (stereo unspecified)	-4%	19	15%	-24%	-18%	26%	-2
Cc1ccc(Nc2ncc(C(=O)NCCCN3CCN(C)CC3)c3ccccc23)cc1Cl	3%	-4	-12%	10µM*	4%	?	-3
COc1ccccc1-n1cnc2c(c1=O)c1nc3ccccc3nc1n2-c1ccc(C)c(C)c1	4%	-7	10µM*	7.9µM*	-7%	?	-5
CN(c1ccccc1)c1ccc(/C=c2\s/c(=C(/C#N)C(=O)C(C)(C)C)n(Cc3ccco3)c2=O)cc1	-7%	-16	0%	nt	nt	0%	2
Cc1ccc(C(=O)Nc2c(C(=O)N3CCOCC3)cnn2-c2ccccc2)cc1	4%	-9	-5%	4%	3%	-4%	-2
C=CCn1c(-c2ccccc2)ccc(C#N)c1=O	3%	-18	63%[activator]	?	-7%	0%	-4
Cc1ccc2cc(CN(Cc3ccc(F)cc3)Cc3nnnn3C3CCCC3)c(=O)[nH]c2c1	4%	15	51%[activator]	14%&-19%	2%	3.7µM*	12*
O=C1OC(=O)c2cc([N+](=O)[O-])ccc21	nt	nt	59%[activator]	11%	-11%	45%[activator]	nt
c1ccc(C2NCc3ccccc3-n3cccc32)cc1 (stereo unspecified)	4%	0	-4%	19%	-2%	-4%	-5
Cc1cc(C)n(C(=O)c2sc3cc(F)ccc3c2Cl)n1	-3%	-4	-8%	6%	nt	12%	1
O=c1nc(N2CCCC2)nc(N2CCCC2)[nH]1	-1%	-16	3%	4%	1%	?	-2
CC(C)(C)c1ccc(NC(=O)CN2C(=O)NC(C)(C3CC3)C2=O)cc1 (stereo unspecified)	nt	nt	10%	?	2%	-7%	nt
CC(C)c1ccc(NC2CCCN(C(=O)c3ccc4nccnc4c3)C2)cc1 (stereo unspecified)	1%	5	?	-5%	6%	-15%	-1
CCOC(=O)c1c(NC(=O)COC(=O)CCCOc2ccc(OC)cc2)sc(C(=O)NC)c1C	nt	nt	1%	?	0%	23%	nt
Cc1ncc(CN2CCN(CCC(C)C)C(CCO)C2)s1 (stereo unspecified)	-4%	21	17%	-9%	5%	-15%	-3
COc1ccc2c(c1)Cc1sc(NC(=O)c3cccnc3)nc1-2	-29%	13	-1%	?	-11%	?	6
Nc1c2c(nc3sc4c(c13)CCCC4)CCCC2	-3%	107*	133%[activator]	?	-2%	?	26*
COc1ccc(C(C(=O)NC2CCCC2)N(C(=O)c2snc(-c3ccc(F)cc3)c2N)c2ccc(F)cc2)cc1 (stereo unspecified)	-3%	-15	-4%	?	4%	?	-2
COc1ccc(OC)c(/C=N\NC(=O)CC(=O)NCCc2ccccc2)c1	-1%	-5	?	15%	-2%	?	-7
Cc1noc(C)c1CC(=O)NC1CC(C)(C)Cc2c1cnn2-c1ccccc1 (stereo unspecified)	-12%	-2	-2%	?	-6%	-13%	15
CCCc1cc(-c2nc(-c3ccc(C)cc3)cs2)ccn1	-5%	68*	-38%	-15%	5%	20%	40*

Some of these compounds in order of length of the SMILES, largest number first.
SMILES	LmPK inh	Shiga toxin inh	Pf growth 96h	HCV inhibitor	TbPYK inhibitor	Pf growth 48h	CHX counter
COc1ccc(C(C(=O)NC2CCCC2)N(C(=O)c2snc(-c3ccc(F)cc3)c2N)c2ccc(F)cc2)cc1 (stereo unspecified)	-3%	-15	-4%	?	4%	?	-2
CCOC(=O)c1c(NC(=O)COC(=O)CCCOc2ccc(OC)cc2)sc(C(=O)NC)c1C	nt	nt	1%	?	0%	23%	nt
Cc1ccc2cc(CN(Cc3ccc(F)cc3)Cc3nnnn3C3CCCC3)c(=O)[nH]c2c1	4%	15	51%[activator]	14%&-19%	2%	3.7µM*	12*
Cc1ccc(C(=O)Nc2c(C(=O)N3CCOCC3)cnn2-c2ccccc2)cc1	4%	-9	-5%	4%	3%	-4%	-2
Cc1noc(C)c1CC(=O)NC1CC(C)(C)Cc2c1cnn2-c1ccccc1 (stereo unspecified)	-12%	-2	-2%	?	-6%	-13%	15
CC(C)c1ccc(NC2CCCN(C(=O)c3ccc4nccnc4c3)C2)cc1 (stereo unspecified)	1%	5	?	-5%	6%	-15%	-1
COc1ccc(OC)c(/C=N\NC(=O)CC(=O)NCCc2ccccc2)c1	-1%	-5	?	15%	-2%	?	-7
COc1ccc2c(c1)Cc1sc(NC(=O)c3cccnc3)nc1-2	-29%	13	-1%	?	-11%	?	6
Cc1cc(C)n(C(=O)c2sc3cc(F)ccc3c2Cl)n1	-3%	-4	-8%	6%	nt	12%	1
CCCc1cc(-c2nc(-c3ccc(C)cc3)cs2)ccn1	-5%	68*	-38%	-15%	5%	20%	40*
Cc1ncc(CN2CCN(CCC(C)C)C(CCO)C2)s1 (stereo unspecified)	-4%	21	17%	-9%	5%	-15%	-3
c1ccc(C2NCc3ccccc3-n3cccc32)cc1 (stereo unspecified)	4%	0	-4%	19%	-2%	-4%	-5
C=CCn1c(-c2ccccc2)ccc(C#N)c1=O	3%	-18	63%[activator]	?	-7%	0%	-4
